Assay outcomes as filed in PubChem BioAssay.
TCR CD3 inh: inhibitors of human TCR-CD3 interaction | AID 651800 | 360,000 compounds, 0.37% hits | TAMRA-labeled TCR probe fluorescence, biochemical | inhibition, % at 9.4 µM; in the data active = inhibition above about 19%;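 note: recombinant mutant TCR 2C K166C tagged with TAMRA read by polarization; 0% = receptor in buffer alone and 100% = receptor with positive control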
PRMT1 inh: PRMT1 (human) inhibition, primary screen. AID 652257. inhibition, % at 2.79 µM. recombinant PRMT1, activity-based probe fluorescence polarization. 370,000 compounds, 1.3% hits;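 active = inhibition above about 21% made by adding two undisclosed values, limit read from the data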
UHRF1 MBD2 ctr: human UHRF1 methylated DNA binding inhibitors; Q96T88; UHRF1 binding to methylated oligo, TR-FRET; inhibition, % at 4.4 µM; 370,000 compounds, 0.75% hits; AID 687016; in the data active = inhibition above about 21%;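 note: UHRF1 SRA domain binding a hemimethylated CpG hairpin DNA probe; 0% = median of test compound wells and 100% = reference inhibitor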
LEDGF integ inh: blocks HIV-1 LEDGF/p75-dependent DNA integration; TR-FRET IN-LEDGF/p75 DNA integration, Eu/Cy5; inhibition, % at 3.7 µM; 370,000 compounds, 0.64% hits; AID 743269;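 active = inhibition above the screen-wide mean plus 3 SD, cut at about 13% in these data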;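 note: signal is the Cy5 over europium emission ratio at 671 and 618 nm; 0% = plate median of compound wells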
MBD2 DNA inh: blocks human MBD2 binding to methylated DNA. Q9UBB5. TR-FRET, MBD2 binding to methylated oligonucleotide. inhibition, % at 4.4 µM. 370,000 compounds, 0.31% hits; in the data active = inhibition above about 13%
Rev-erbA mod: modulates human Rev-erb alpha binding to DNA; P20393; Rev-erbα–FITC-DNA binding, fluorescence polarization, 90 min; activity, % at 10 µM; 370,000 compounds, 0.79% hits;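 active = activity above about 14%, limit read from the data; passing the limit was not always enough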;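 note: 0% = DMSO wells with 35 nM protein and 100% = DMSO wells with 750 nM protein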
Target sequence (P20393 whole entry, looked up): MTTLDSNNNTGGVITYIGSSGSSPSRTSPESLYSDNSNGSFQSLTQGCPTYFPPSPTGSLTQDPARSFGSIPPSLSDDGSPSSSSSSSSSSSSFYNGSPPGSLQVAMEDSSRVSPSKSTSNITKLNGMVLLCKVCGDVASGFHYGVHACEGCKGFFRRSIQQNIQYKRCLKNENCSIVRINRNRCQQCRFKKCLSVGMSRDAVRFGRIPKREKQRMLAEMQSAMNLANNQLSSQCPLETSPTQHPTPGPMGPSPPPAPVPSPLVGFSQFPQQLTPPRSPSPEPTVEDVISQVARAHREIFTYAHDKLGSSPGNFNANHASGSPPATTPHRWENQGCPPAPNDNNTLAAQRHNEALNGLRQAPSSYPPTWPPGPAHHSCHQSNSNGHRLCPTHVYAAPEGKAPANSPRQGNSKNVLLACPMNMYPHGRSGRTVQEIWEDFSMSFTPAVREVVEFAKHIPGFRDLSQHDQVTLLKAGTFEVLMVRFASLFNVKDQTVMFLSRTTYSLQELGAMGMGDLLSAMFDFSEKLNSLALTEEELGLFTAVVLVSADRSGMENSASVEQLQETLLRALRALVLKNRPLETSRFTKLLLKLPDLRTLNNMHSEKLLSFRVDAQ
HTRA1 inhibitor: HTRA1 (human) protease inhibition. recombinant HTRA1, FP-rhodamine activity-based probe, fluorescence polarization. 340,000 compounds, 0.5% hits. inhibition, % at 5.96 µM. Q92743; in the data active = inhibition above about 36%;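 note: 0% = enzyme with DMSO and 100% = wells lacking enzyme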
rCAG binder: molecules binding r(CAG) RNA repeats | r(CAG) RNA repeat, TO-PRO-1 dye displacement fluorescence | inhibition, % at 3 µM | 370,000 compounds, 1.3% hits;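 active = inhibition above the plate cutoff, the mean of all test compounds on that plate plus 3 SD, cut at about 35% in these data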;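 note: 0% = DMSO alone and 100% = 100 µM mitoxantrone as full dye displacement; higher means more dye released from RNA so lower well fluorescence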
mABHD4 FP: inhibitors of mouse ABHD4 | Q8VD66 | inhibition, % at 8.92 µM | AID 720543 | 370,000 compounds, 0.54% hits | purified mABHD4, FP-Rh probe fluorescence polarization;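 active = inhibition exceeding the mean over every tested compound plus 3 SD, cut at about 30% in these data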;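 note: 0% = plate median of compound wells and 100% = S159A mutant with DMSO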
Target sequence (Q8VD66 whole entry, looked up): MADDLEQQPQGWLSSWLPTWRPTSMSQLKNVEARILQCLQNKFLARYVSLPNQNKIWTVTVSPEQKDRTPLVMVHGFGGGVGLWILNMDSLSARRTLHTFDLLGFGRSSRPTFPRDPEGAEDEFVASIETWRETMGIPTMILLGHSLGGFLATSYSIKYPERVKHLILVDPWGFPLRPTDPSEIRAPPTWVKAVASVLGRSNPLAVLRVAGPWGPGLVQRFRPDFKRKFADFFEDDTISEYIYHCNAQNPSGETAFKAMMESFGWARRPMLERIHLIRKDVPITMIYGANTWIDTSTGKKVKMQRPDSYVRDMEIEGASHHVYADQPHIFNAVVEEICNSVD
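Test system: mouse ABHD4 enzyme, wild type. Reagent: FP-Rh fluorescent activity-based probe, added after compound pre-incubation. Timing: pre-incubation 45 min, probe exposure 60 min, at 25 °C. Technique: FP readout, ex 525 nm / em 598 nm. Benchmarks: high control S159A mutant with DMSO, low control median of compound wells.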
PG9 Ab binder: PG9 antibody binding by small molecule | inhibition, % at 6.7 µM | AID 624416 | TR-FRET gp120-PG9 antibody binding | 360,000 compounds, 0.43% hits; in the data active = inhibition above about 8.5%
The depositor's hits bear a star; nt = no result given. The list is partial (hit frequency here may not be typical).

SMILES | TCR CD3 inh | PRMT1 inh | UHRF1 MBD2 ctr | LEDGF integ inh | MBD2 DNA inh | Rev-erbA mod | HTRA1 inhibitor | rCAG binder | mABHD4 FP | PG9 Ab binder
COc1ccc([N+](=O)[O-])cc1NC(=O)CCC(=O)c1cccs1 | 3 | -1 | 0 | -2 | 2 | -3 | -6 | 3 | -3 | 0.8
CC(OC(=O)CC1CC2CCC1C2)C(=O)Nc1ccc(C(N)=O)cc1 (stereo unspecified) | 1 | -6 | -1 | 3 | -5 | 2 | -2 | -2 | -5 | -2.9
CCc1nc2ccc(C(=O)Nc3ccc(OC)c(OC)c3)cn2c1N(C)Cc1nccs1 | -5 | -1 | 1 | 5 | -3 | 6 | nt | 1 | -4 | -0.4
CSCCC(NC(=O)c1ccccc1)C(=O)OCC(=O)c1ccc[nH]1 (stereo unspecified) | 1 | 4 | -1 | 2 | 4 | -4 | 8 | 1 | 0 | 0.2
CC1=C(c2ccccc2)C(=O)C(C)(C)CC1=O | -3 | -1 | 13 | -1 | 7 | -1 | nt | 2 | 6 | 0.0
CC(C)n1cc(/C=C2/SC(=O)N(CC(=O)N3CCCC3)C2=O)c2ccccc21 | 3 | -1 | -1 | -1 | -1 | 1 | 4 | 0 | -10 | -2.3
Cc1ccc(NS(=O)(=O)c2ccc(-n3cccn3)cc2)c(Br)c1 | 3 | 4 | 3 | 1 | -2 | 11 | -6 | 11 | -8 | -0.3
COc1ccc(NC(=O)C2CCCCN2S(=O)(=O)c2ccc(F)cc2)cc1 (stereo unspecified) | 4 | -6 | 0 | 3 | -3 | -5 | -12 | -4 | -1 | 1.1
COc1ccc(NC(=O)c2cc3c(CO)cnc(C)c3oc2=Nc2cc(OC)cc(OC)c2)cc1 | -6 | 8 | 5 | -9 | 6 | 1 | -5 | 4 | -18 | -1.6
CCOC(=O)c1nnsc1-c1ccc(-c2snnc2C(=O)OCC)cc1 | 1 | -2 | 0 | 0 | 4 | 1 | 2 | -4 | 1 | -0.2
COc1cc(OC)c(N(C)C(=O)c2cn(C)c(=O)c3cc(OC)c(OC)cc23)cc1Cl | 2 | 0 | 10 | 1 | 0 | -2 | 4 | -3 | -2 | -1.6
O=C(c1cccs1)N(c1ccc(Br)cc1)C1C=CS(=O)(=O)C1 (stereo unspecified) | 1 | 0 | -3 | -5 | -1 | 0 | -6 | -2 | 3 | 1.0
Cc1sc2nc(C3CC3)nc(N3CCN(C(=O)c4ccc(F)cc4)CC3)c2c1C | 5 | -6 | 1 | 2 | -2 | -2 | -33 | -4 | -6 | -0.5
O=C(COCC(=O)Nc1cccc(C(F)(F)F)c1)Nc1cccc(C(F)(F)F)c1 | 9 | -1 | 2 | 1 | -4 | -4 | -26 | 16 | -38 | 0.2
COc1ccccc1CNS(=O)(=O)c1c(C(=O)N2CCCC2)c(C)n(C)c1C | 4 | -3 | -3 | 4 | -5 | -3 | 2 | -4 | 8 | 0.2
COc1ccc(C2NC(=O)NC(C)=C2[N+](=O)[O-])cc1 (stereo unspecified) | 5 | -4 | 3 | -1 | -1 | 2 | 3 | 1 | -1 | -1.8
O=C(Cn1c(NCCO)nc2ccccc21)c1ccc(F)cc1 | 1 | 0 | 1 | 1 | 2 | 3 | -1 | -2 | 0 | -1.6
O=C(O)CCC(=O)Nc1cccc(C(=O)Nc2cccc(Cl)c2)c1 | -7 | 1 | 2 | -2 | -1 | 1 | 2 | 4 | 5 | -1.5
CCOC(=O)c1ccc(NC2c3ccccc3C(=O)N2c2ccccn2)cc1 (stereo unspecified) | -3 | -1 | 2 | 1 | -4 | 6 | 1 | 2 | 4 | -1.1
O=C(c1ccco1)N1CCN(C(=O)c2cc(-c3ccccn3)nc3ccc(Cl)cc23)CC1 | 5 | 4 | 1 | 1 | 0 | -6 | -10 | 4 | 1 | -0.1

Entries listed so far containing two or more sulfur atoms:
SMILES | TCR CD3 inh | PRMT1 inh | UHRF1 MBD2 ctr | LEDGF integ inh | MBD2 DNA inh | Rev-erbA mod | HTRA1 inhibitor | rCAG binder | mABHD4 FP | PG9 Ab binder
CCOC(=O)c1nnsc1-c1ccc(-c2snnc2C(=O)OCC)cc1 | 1 | -2 | 0 | 0 | 4 | 1 | 2 | -4 | 1 | -0.2
O=C(c1cccs1)N(c1ccc(Br)cc1)C1C=CS(=O)(=O)C1 (stereo unspecified) | 1 | 0 | -3 | -5 | -1 | 0 | -6 | -2 | 3 | 1.0

(list continues)
SMILES | TCR CD3 inh | PRMT1 inh | UHRF1 MBD2 ctr | LEDGF integ inh | MBD2 DNA inh | Rev-erbA mod | HTRA1 inhibitor | rCAG binder | mABHD4 FP | PG9 Ab binder
CC(C)Oc1ccc(S(=O)(=O)N2CCCCC2)cc1NC(=O)C1=COCCO1 | 5 | 0 | -1 | -2 | -3 | 0 | -13 | -3 | -2 | -0.7
Cc1ccc(S(=O)(=O)c2c(N)n(NC(=O)C3CC3)c3nc4ccccc4nc23)cc1 | 2 | -5 | -2 | -2 | -1 | -1 | -21 | 8 | -5 | -2.0
O=C(Nc1ccccc1[N+](=O)[O-])c1cccc(N2C(=O)CCC2=O)c1 | 6 | -5 | 1 | -2 | -3 | -2 | 0 | 4 | 3 | -2.8
CCCC(C)NC(=O)COc1ccc(S(=O)(=O)N2CCCC2)cc1 (stereo unspecified) | -2 | 0 | 1 | 2 | 2 | -2 | 0 | -7 | 1 | -2.5
CC(Oc1ccc(Cl)cc1)C(=O)Nc1sccc1C(N)=O (stereo unspecified) | -3 | 7 | 1 | -6 | 2 | -2 | -19 | 8 | -6 | 0.7
CCc1ccccc1NC(=O)c1cc(C)nn1-c1ccccc1 | nt | -1 | 2 | -2 | 3 | -4 | nt | -1 | -1 | nt
O=C(CSc1nnc2c(n1)[nH]c1ccccc12)NCc1ccccc1F | -2 | 1 | -2 | -4 | -3 | -2 | -6 | 3 | -4 | -0.2
COc1ccc(S(=O)(=O)N(C)C)cc1NC(=O)Cc1ccc(S(=O)(=O)N2CCOCC2)s1 | 0 | 0 | 1 | -7 | 2 | 4 | -3 | 4 | -3 | -0.8
O=C(CN1CCCCC1)Nc1cc(S(=O)(=O)N2CCOCC2)ccc1N1CCCC1 | -1 | 1 | 0 | -1 | 1 | 2 | -7 | 0 | 9 | -0.3
Cc1n[nH]c(C)c1S(=O)(=O)N(CC(=O)NC1CCCC1)c1ccc(C(C)C)cc1 | 1 | 2 | 0 | -1 | 0 | -11 | -10 | -3 | 1 | -0.4
O=C1NC[C@H](CCCCN2CCN(CCc3ccccc3)C(=O)C2=O)N(CCc2ccc(O)cc2)C1=O | -5 | -2 | 0 | -1 | 3 | -4 | nt | 4 | 12 | -1.9
Cc1cccc(NC(=O)CN2CCN(C(=O)CN3C(=O)NC4(CCCCC4C)C3=O)CC2)c1C (stereo unspecified) | 3 | 1 | 2 | -9 | 3 | 2 | 9 | 1 | 0 | -0.2
CCCCCn1c(=O)[nH]c2cc(C(=O)NCCN(CC)CC)ccc2c1=O | 2 | -1 | 1 | 3 | 1 | -3 | -7 | 1 | 7 | 1.3
CNC(=S)NC1CC2CCC(C1)N2Cc1ccccc1 (stereo unspecified) | -4 | 1 | -2 | -3 | 4 | 6 | -1 | -4 | 10 | -0.5
COc1ccc(N2CCOCC2)c(NC(=O)COc2cccc(C)c2C)c1 | 1 | -3 | -1 | -2 | 3 | 3 | -4 | -9 | 2 | 0.3
N#Cc1cccc(NC(=O)CCn2ccnc2)c1 | 2 | 3 | -2 | -2 | -4 | 1 | 4 | 3 | -8 | 1.6
Cc1cc(C)c2c(=O)n3c(nc2c1)C(Cc1ccc(O)cc1)NC(=O)c1cccnc1-3 (stereo unspecified) | 8 | 2 | -3 | 2 | -1 | -2 | -6 | 19 | -3 | -0.3
CCOC(=O)c1oc2cc(O)ccc2c(=O)c1-c1csc(C)n1 | 11 | -3 | 0 | 3 | -2 | 3 | -4 | 0 | -2 | -1.2
Cc1ccc(Cc2c(-c3ccc(C#N)cc3)nc3c(C)cc(Br)cn23)cc1 | 4 | 1 | 10 | 4 | 3 | 13 | nt | 18 | -18 | 0.9
Cn1ccnc1SCC(=O)c1ccc([N+](=O)[O-])cc1 | 2 | 2 | 6 | -3 | 0 | -3 | 5 | 8 | 3 | -2.3
CCOC(=O)c1cc(NCc2cccs2)ccc1N1CCOCC1 | 6 | -2 | 0 | -5 | 2 | 0 | 3 | -7 | 1 | -1.6
CC(CCn1cccn1)NC(=O)CCc1nnc(CCc2ccccc2)o1 (stereo unspecified) | -5 | 4 | 2 | -5 | 1 | 0 | 4 | -5 | 5 | -1.0
CCCN(CC(=O)Nc1ccccc1OC)C(C)C(=O)NC(C)CCc1ccccc1 (stereo unspecified) | -5 | 2 | 1 | -5 | 1 | 2 | -16 | -5 | -5 | 1.2
O=C1CSCc2nc3ccccc3n21 | -1 | 0 | 4 | 2 | -3 | -7 | 15 | 1 | -3 | -0.2
Cc1cccc(NS(=O)(=O)c2ccc(C3CCCCC3)cc2)c1 | 1 | 1 | 1 | 1 | 3 | 2 | -78 | 12 | -58 | -0.4
O=C(OCCN1CCCCC1)c1cccc(F)c1 | -3 | -3 | -1 | -1 | 2 | 0 | 3 | 0 | -4 | -2.2
CC(CNC(=O)C(C)C)NC(=O)C(C)C (stereo unspecified) | 11 | -1 | -2 | -3 | 1 | -1 | 7 | -1 | 2 | -0.6
COc1ccccc1NC(=O)NNC(=O)c1cc2ccccc2cc1O | 19* | 1 | -1 | -5 | -3 | 1 | 33 | 42* | 8 | -0.5
CCOC(=O)CCc1c(C)c2ccc(OCc3cc([N+](=O)[O-])ccc3OC)c(C)c2oc1=O | -3 | 2 | -1 | 2 | 2 | 2 | nt | 5 | 4 | -1.1
CC(=O)N1CCc2c(sc(NC(=O)Cc3ccc(C)cc3C)c2C#N)C1 | 3 | 0 | 0 | 0 | -3 | -4 | 4 | 1 | 1 | -1.8
c1ccc(-c2cc(-c3nc4ccccc4[nH]3)c3ccccc3n2)cc1 | 7 | 1 | 1 | 2 | -1 | -1 | -85 | 18 | -92 | -0.8
Cc1ccc(NC(=O)CCSc2nnc(C)o2)cc1 | 0 | -5 | -3 | 0 | -7 | 3 | 6 | -3 | -1 | -0.1
Cc1ccccc1NC(=O)Cn1cnc2c(oc3nc4c(cc32)COC(C)(C)C4)c1=O | 2 | 2 | 0 | -3 | -3 | -4 | -2 | 3 | 5 | -0.2
S=C(NC1CCCC1)NC1CCCC1 | 5 | -1 | -4 | -2 | -3 | -4 | 5 | 3 | 4 | -2.5
CC(C)c1nnc(NC(=O)COC(=O)/C=C/c2ccc([N+](=O)[O-])cc2)s1 | 1 | -2 | 0 | -2 | -1 | 0 | -2 | -1 | 2 | -0.3
O=C(COC(=O)c1cc(Cl)ccc1O)Nc1ccc2c(c1)OCCO2 | -9 | 7 | 4 | -1 | -5 | 1 | -6 | 6 | -8 | 0.7
Nc1c(C(=O)NCc2ccccc2)sc2nc(N3CCOCC3)c3c(c12)CCCC3 | -3 | 6 | -2 | 0 | -1 | 7 | -48 | -2 | 7 | 10*
COc1ccccc1Cn1c(=S)[nH]c2ccccc2c1=O | -4 | 1 | -2 | -1 | -4 | -5 | -11 | 1 | -11 | 1.9
CC(C)C(=O)Nc1ccc([N+](=O)[O-])cc1Br | 5 | -6 | 1 | 1 | 0 | 0 | 3 | -1 | 1 | -3.6
Cc1cc(C)nc(N2CCC(C(=O)NCc3ccccc3)CC2)n1 | -8 | -1 | 5 | 2 | -2 | 9 | -1 | 3 | -2 | 0.3
